CHOP inhibitor: inhibitors of CHOP promoter induction, primary screen, cell-based, unfolded protein response, luciferase reporter; CHO-K1 CHOP-promoter luciferase, tunicamycin-induced, 15-18 h; inhibition, % at 10 µM; 220,000 tested, 3.8% active; AID 2732, 2010;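 active = compounds that reduced the stress-induced luciferase reporter signal by more than about 70% of percent inhibition, limit read from the data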;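 also: 0% = tunicamycin plus vehicle and 100% = wells without tunicamycin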
Ba/F3 V617F tox: reduced viability of JAK2V617F-dependent Ba/F3 cells, primary screen, JAK2V617F inhibitor project, cell-based, Ba/F3 EpoR-JAK2V617F, luminescence. 220,000 tested, 1.1% active. ATP luminescence. AID 1446, 2008. inhibition, % at 5.6 µM;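 active = inhibition above the campaign mean plus 3 SD over all tested compounds, cut at about 24% in these data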;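 also: cytokine-independent growth of Ba/F3 cells driven by EpoR plus mutant JAK2; 0% = DMSO-treated cells and 100% = JAK inhibitor I control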
p47phox inh: p47phox/p22phox peptide binding inhibitors, primary screen, biochemical, uHTS, NADPH oxidase regulatory subunit. fluorescence polarization, 2 h. 220,000 tested, 0.53% active. inhibition, % at 24.7 µM. Neutrophil cytosol factor 1 (Homo sapiens), P14598. AID 1274, 2008;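 active = inhibition above about 30%, limit read from the data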;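 also: 0% = p47phox with labelled peptide and 100% = labelled peptide alone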
NPY Y1 blocker: NPY-Y1 receptor antagonists, primary screen, cell-based | HEK293-CNG Y1 cells, membrane potential fluorescence; NPY at EC95, then isoproterenol | 200,000 tested, 1% active | inhibition, % at 3.6 µM;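 active = inhibition above the campaign mean inhibition of all tested compounds plus 3 SD, cut at about 20% in these data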;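 also: 0% = DMSO wells given NPY plus isoproterenol and 100% = isoproterenol alone without NPY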
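Test system – HEK293 Y1/CNG channel cell line · Also added – NPY agonist 25 nM, then isoproterenol 1 µM plus Ro 20-1724 25 µM · Compound dosing – one concentration, 3.6 µM, in 0.4% DMSO · Schedule – compound incubation 1 h at room temperature, readout 45 min post-stimulation · Technique – fluorescence, membrane potential probe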
BaF3 tox: parental Ba/F3 cell viability inhibition, counter-screen for JAK2V617F inhibitor project, murine pro-B, CellTiter-Glo luminescence; CellTiter-Glo ATP luminescence; inhibition, % at 5.6 µM; 220,000 tested, 1.1% active; AID 1486, 2009;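 active = inhibition above a per-campaign cutoff, the mean inhibition of all tested compounds plus 3 SD, cut at about 27% in these data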;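 also: 0% = DMSO wells and 100% = JAK Inhibitor I control wells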
NPY1 pot ag: NPY-Y1 receptor potentiators or agonists, primary screen, cell-based; Neuropeptide Y receptor type 1 (Homo sapiens), P25929; NPY-Y1 expressing cells, potentiator/agonist activation; activation, % at 3.6 µM; 220,000 tested, 0.37% active; in the data active = activation above about 33%, passing the limit was not always enough;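 also: cells stimulated with NPY at EC10 then isoproterenol at EC100; 0% = low agonist plus stimulus and 100% = saturating agonist plus stimulus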
S1P4 ag: S1P4 receptor agonists, primary screen, cell-based; Sphingosine 1-phosphate receptor 4 (Homo sapiens), O95977; S1P4-expressing cell line, agonist reporter assay; activation, % at 4.98 µM; 220,000 tested, 0.35% active; AID 1509, 2009; in the data active = activation above about 11%;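 also: 0% = DMSO vehicle and 100% = reference agonist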
Target sequence (O95977 whole entry, looked up): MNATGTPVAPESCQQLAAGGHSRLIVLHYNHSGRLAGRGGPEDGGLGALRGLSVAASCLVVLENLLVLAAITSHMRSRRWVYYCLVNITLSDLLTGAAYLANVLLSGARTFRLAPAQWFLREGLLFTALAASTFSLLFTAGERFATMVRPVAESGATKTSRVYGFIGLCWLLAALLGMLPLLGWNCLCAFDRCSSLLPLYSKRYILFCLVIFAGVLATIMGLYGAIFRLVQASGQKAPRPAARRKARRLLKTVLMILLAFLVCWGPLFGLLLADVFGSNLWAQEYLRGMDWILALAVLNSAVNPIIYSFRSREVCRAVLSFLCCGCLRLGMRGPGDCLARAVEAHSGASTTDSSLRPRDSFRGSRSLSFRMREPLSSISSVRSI
NPY-Y2 PAM-ag: NPY-Y2 potentiators or agonists, primary screen, cell-based; Neuropeptide Y receptor type 2 (Homo sapiens), P49146; cells expressing NPY-Y2, potentiator/agonist read-out; activation, % at 3.6 µM; 220,000 tested, 0.45% active; AID 1359, 2008; in the data active = activation above about 27%;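 also: cells stimulated with NPY near EC25 plus isoproterenol at EC100; 0% = vehicle plus submaximal agonist and 100% = vehicle plus saturating agonist; some results beyond the cut were filed as inactive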
Target sequence (P49146 whole entry, looked up): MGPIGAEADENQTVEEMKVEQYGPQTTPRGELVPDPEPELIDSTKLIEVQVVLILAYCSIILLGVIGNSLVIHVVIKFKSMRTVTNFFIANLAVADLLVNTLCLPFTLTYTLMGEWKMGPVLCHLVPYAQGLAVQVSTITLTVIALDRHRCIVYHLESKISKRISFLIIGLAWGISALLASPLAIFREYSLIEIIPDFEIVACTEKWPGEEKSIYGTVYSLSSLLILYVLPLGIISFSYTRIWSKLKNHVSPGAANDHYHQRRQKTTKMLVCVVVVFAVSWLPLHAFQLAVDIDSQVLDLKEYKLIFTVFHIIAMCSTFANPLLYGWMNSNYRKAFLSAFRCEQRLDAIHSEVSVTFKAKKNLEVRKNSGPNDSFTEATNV
S1P4 antagonist: S1P4 receptor antagonists, primary screen, cell-based; Sphingosine 1-phosphate receptor 4 (Homo sapiens), O95977; S1P4-expressing cells, antagonist mode, reporter read-out; inhibition, % at 4.98 µM; 220,000 tested, 0.26% active; in the data active = inhibition above about 29%;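 also: 0% = wells stimulated with agonist and 100% = vehicle wells without agonist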
The depositor's hits bear a star; · = no result given.

SMILES	CHOP inhibitor	Ba/F3 V617F tox	p47phox inh	NPY Y1 blocker	BaF3 tox	NPY1 pot ag	S1P4 ag	NPY-Y2 PAM-ag	S1P4 antagonist
CCOc1ccc(NC(=S)NC(=O)c2c(Cl)cnn2CC)c([N+](=O)[O-])c1	29	-5	-4	1	1	3	1.1	0	-14
CC(C)(Oc1ccc(Cl)cc1)C(=O)N(Cc1ccccc1)c1ccccn1	56	1	-13	16	5	-18	-0.3	-5	-12
CSc1ccc(S(=O)(=O)NCc2ccccc2Cl)cc1	64	-6	0	2	0	-46	1.8	2	3
CCOc1ccc2oc(-c3ccccc3)c(C(=O)O)c2c1	1	-4	-1	2	4	4	-0.2	6	-5
C=CCn1c(-c2cc(OC)cc(OC)c2)n[nH]c1=S	17	-2	1	8	1	-20	-1.9	-12	-4
CSc1cccc(NC(=O)c2nnn(Cc3ccccc3)c2N)c1	9	6	-5	-9	8	9	1.6	0	13
CCC(C)C(=O)Nc1ccc([N+](=O)[O-])cc1OC (centres undefined)	6	-2	0	-2	2	19	0.9	5	-9
CCn1c(COc2ccccc2C)nnc1SCC(=O)CC(=O)Nc1ccccc1	-1	2	-7	-3	8	1	2.4	-15	-8
CSc1ccc(-c2nc(CN(C)C3CCOC3)c(C)o2)cc1 (centres undefined)	9	0	4	3	4	-12	-0.2	-13	-5
Cc1ccc(-c2nnc(SCC(=O)N3CC(C)CC(C)C3)o2)cc1C (centres undefined)	46	0	-2	4	4	-14	1.1	-3	-2
O=C(c1ccc(OCC2CCCO2)cc1)N1CCc2ccccc2C1 (centres undefined)	-13	-3	-12	7	0	-3	-0.4	-20	-6
Cc1noc(C)c1COC(=O)COc1cccc2c1OC(C)(C)C2	5	-3	-9	9	0	10	-1.2	8	0
Cc1ccccc1NC(=O)c1ccc(Cn2cc([N+](=O)[O-])cn2)o1	26	0	-3	0	7	6	-1.2	0	-2
N/C(=C\C(=O)c1cc(Cl)ccc1O)C(Cl)(Cl)Cl	65	1	-2	·	-2	-12	1.6	-12	6
CC(C)C(=O)Nc1sc2c(c1C#N)CCCCC2	20	-4	5	-3	1	-1	2.7	4	5
Cc1nc(C(=O)NNC(=O)c2ccc(C(F)(F)F)cc2)cs1	-10	1	0	·	-8	4	-0.5	9	3
Cc1noc(C)c1COc1ccc(C(=O)OCC(=O)Nc2ccc3c(c2)OCO3)cc1	-6	-2	-12	11	5	-16	-0.4	-7	-2
C/C(CC(=O)Nc1ccccn1)=N\NC(=O)C(=O)Nc1ccccc1C	16	-3	-13	-2	2	-40	-0.2	-9	3
S=C(NC1CCCCC1)N1CCN(c2ccccn2)CC1	11	0	-9	-2	2	-8	-1.4	8	-2
O=C(C[n+]1ccc(/C=N/O)cc1)N(Cc1ccccc1)Cc1ccccc1	-5	2	-10	-5	9	-4	-0.5	8	12

Three compounds from above, limited to BaF3 tox and S1P4 antagonist:
smiles | BaF3 tox | S1P4 antagonist
Cc1noc(C)c1COc1ccc(C(=O)OCC(=O)Nc2ccc3c(c2)OCO3)cc1 | 5 | -2
C/C(CC(=O)Nc1ccccn1)=N\NC(=O)C(=O)Nc1ccccc1C | 2 | 3
S=C(NC1CCCCC1)N1CCN(c2ccccn2)CC1 | 2 | -2

Carrying on.
SMILES	CHOP inhibitor	Ba/F3 V617F tox	p47phox inh	NPY Y1 blocker	BaF3 tox	NPY1 pot ag	S1P4 ag	NPY-Y2 PAM-ag	S1P4 antagonist
COc1ccccc1-c1c(C)c(C)nc(N)c1C#N	10	-1	-5	-4	6	11	2.3	2	1
COc1ccc(NC(=O)c2cc(-c3cccc(OC)c3)on2)cc1	-38	2	-8	11	9	2	1.3	-7	-4
Cc1cc2nc(C)n(CCCNC(=O)Nc3ccccc3)c2cc1C	9	0	-7	2	6	9	-2.1	1	-8
CCc1ccc(OCC(=O)N/N=C(\C)c2ccc(OC(F)F)cc2)cc1	78*	0	-3	2	6	-11	0.9	-14	-12
Cc1ccc(S(=O)(=O)N/N=C\c2cc3c(cc2[N+](=O)[O-])OCO3)cc1	40	-3	-13	2	-2	20	-2.0	-7	2
OCCN1CCN(c2nc(N3CCCCC3)nc(N3CCCCC3)n2)CC1	1	2	6	2	11	12	0.6	39	6
CC(=O)c1cccc(NC(=O)C2CC(=O)N(c3cccc(C)c3C)C2)c1 (centres undefined)	24	-1	-5	3	1	-11	1.0	8	11
N#Cc1ncc(-c2ccc3c(c2)OCCOCCOCCOCCO3)nc1C#N	-66	-1	-17	0	9	8	-1.0	-4	-11
CCOC(=S)SCC(=O)Nc1nc(-c2ccccc2)cs1	-42	3	-3	11	5	-10	-1.8	1	20
COc1cccc(NC=C2C(=O)OC3(CCCCC3)OC2=O)c1	27	-1	-5	2	4	10	-2.2	7	9
O=C(N/N=C1\NC(=O)C(CO)(CO)S1)c1ccccc1	-12	-3	-3	·	-2	-5	1.0	-17	-9
Cc1ccc(Cn2ccc(NC(=O)c3cc(-c4ccc(Br)cc4)on3)n2)cc1	-5	1	-24	9	3	-11	0.8	-24	-4
CC(=O)C1=C(O)C(=O)N(c2cccnc2)C1c1ccc([N+](=O)[O-])cc1 (centres undefined)	-5	-1	-4	-3	6	9	1.4	4	-3
COc1cc(Cl)ccc1NC(=S)N(CCN(C)C)C(C)c1ccncc1 (centres undefined)	-4	-3	-4	·	-2	-1	-0.5	-2	-12
CCOC(=O)c1nnc2cc(C)nn2c1C	-28	-2	-3	·	-6	19	-0.4	-1	-4
O=c1c2oc3nc4c(cc3c2ncn1CCCc1ccccc1)CCCC4	4	-4	0	·	0	-11	-1.3	-22	7
CCOC(=O)N1CCN(C(=O)/C(=C/c2ccc(OC)cc2)NC(=O)c2ccccc2)CC1	28	2	-9	3	3	-11	1.4	-18	6
CN1CCN(C(=O)CCN2C(=O)/C(=C\c3ccc(Cl)cc3Cl)SC2=S)CC1	-36	-3	-7	·	-2	11	-0.9	4	-8
COc1ccc(Cc2nc3ccccc3n2CC(=O)N/N=C/c2ccccc2)cc1OC	14	0	-2	0	6	13	1.1	-2	-4
CCC(C)Oc1cccc(OCCCCN2C(=O)NC(C)(C)C2=O)c1 (centres undefined)	51	-4	-13	-2	6	7	0.4	10	3
COc1ccc(NC(=O)Nc2cccc(C(F)(F)F)c2)cn1	37	1	-13	-4	6	15	0.9	22	18
Oc1ccc2oc3c(c2c1)CCCC3	8	3	-24	-1	3	9	0.4	-2	-5
COC(=O)c1cc2oc3ccccc3c2n1CC(=O)Nc1ccccc1OC	-19	1	-10	0	3	-2	0.9	1	9
O=C(Nc1ccc2nc(-c3cccs3)c(-c3cccs3)nc2c1)N1CCOCC1	-50	-5	-9	0	4	-28	2.0	5	4
CCC(NC(=O)C1CCC1)c1ccc(C)cc1 (centres undefined)	1	3	-7	-3	2	17	1.6	11	-2
CCCn1c(N)c(N2CCCCC2)c(=O)n(CC(=O)Nc2ccccc2C)c1=O	12	0	-4	-4	3	-15	1.9	-6	-12
CCOC(=O)C1CCCN(C(=O)COc2ccc(N(C)S(=O)(=O)c3ccc(C)cc3)cc2)C1 (centres undefined)	48	-3	0	2	1	-2	-0.6	6	5
O=C(Nc1cccc(Cl)c1)Nc1csc([N+](=O)[O-])c1	55	3	-29	·	-5	22	-0.8	22	10
COc1ccc(OC)c(/C=C/C(=O)c2ccc(Cl)cc2)c1	48	-3	-11	6	-2	11	0.4	-4	13
Cn1c(Cc2ccccc2)nnc1SCC(=O)N1CCCCC1	0	-3	-15	4	5	-23	-1.6	-5	0
Cc1cc(OCC(=O)Nc2ccc(OCc3ccccc3)cc2)nc(C(C)C)n1	43	-2	-6	-1	3	1	-4.3	10	-6
Cc1ccc(N(C(=O)c2ccco2)C2C=CS(=O)(=O)C2)cc1 (centres undefined)	13	-1	-8	-7	11	10	1.2	-5	-9
CN(Cc1ccccc1)c1nc(CN2CCOCC2)nc2scc(-c3ccccc3)c12	62	-1	-6	11	3	10	2.7	7	-11
COc1ccccc1CSc1nc2ccccc2[nH]1	-15	-2	-2	10	5	-7	1.9	-2	2
O=C1CCS/C(=N\N=C\c2ccc(Cl)cc2Cl)N1	34	-2	-16	·	-1	8	1.5	4	-5
CCOc1ccc(NC(=O)N(C2CCCCC2)C2CCN(C(C)=O)CC2)cc1	·	-1	·	0	8	-7	-1.5	-1	-8
Cc1ccc(C(=O)NCc2cccs2)cc1S(=O)(=O)N1CCCCC1	-4	-1	-3	0	4	2	0.9	4	-22
Cc1cccc(CC2SC(N3CCN(c4ccccc4)CC3)=NC2=O)c1 (centres undefined)	32	-3	-16	4	3	4	-0.7	-3	-7
Cc1oc(-c2cccs2)nc1CN1CCC(CO)(CCOc2ccccc2)CC1	7	1	-14	8	11	-15	0.0	-15	-7
O=C(Nc1c(C(=O)Nc2cccc3ccccc23)cnn1-c1ccccc1)c1ccco1	-1	-1	-54	-4	3	-5	0.4	-12	-13
CCOc1cc(/C=N/n2cnnc2)c(Br)cc1O	·	-2	-14	3	-2	10	2.8	10	-14
Cc1ccc(Sc2cc(Cl)nc(N)n2)cc1	20	-1	-7	1	4	-11	0.3	-9	-11
COc1ccc(/C=N/n2c(-c3cc(C)[nH]n3)n[nH]c2=S)cc1	9	0	-5	·	-3	-14	2.3	-10	1
CSc1ccc(S(=O)(=O)N(CC(=O)NN=C2CCN(C)CC2)c2ccc(C)cc2)cc1	1	-3	-6	-2	-5	-2	-0.6	-5	-7
COc1ccc(CNC(=O)CN=C2NC(=O)C(c3ccccc3)(c3ccccc3)N2)cc1	15	-2	-8	0	2	12	1.2	6	-14
COc1ccc(CSc2nnnn2C)cc1[N+](=O)[O-]	-8	-2	-8	-3	0	-1	3.4	-10	-5
COc1cc(NC(=S)N2CCC(C(O)(c3ccccc3)c3ccccc3)CC2)cc(OC)c1	16	-6	-2	0	4	18	0.1	2	-22
COc1cccc(C(=O)CN(C(=O)c2ccc(Cl)c(Cl)c2)N2C(=O)C3CCCCC3C2=O)c1 (centres undefined)	47	-5	-6	-3	0	0	-1.0	-5	-10
Cc1cccc(N2CCN(C(=O)/C=C/c3cccs3)CC2)c1C	48	1	-8	17	5	-38	1.9	-14	-2
COc1ccc(S(=O)(=O)N2CCCC2)cc1C(C)C	15	0	-1	-5	6	-11	1.6	-14	8
COc1ccc(/C=N/NC(=O)Nc2cccc3nsnc23)cc1	-22	-3	-3	-7	1	-1	-4.0	5	-23
Cc1ccc(SCCC(=O)OCn2nnc3ccccc3c2=O)cc1	14	-5	-2	23*	1	-2	-0.2	-14	-35
COC(=O)CSc1nnc(-c2ccccn2)n1Cc1ccco1	-4	3	-10	3	5	1	-0.8	8	-24
CCOC(=O)c1ccc(COC(=O)c2ccc(-c3nnc(-c4ccccc4)o3)cc2)o1	·	-4	·	2	4	-6	1.2	6	-1
COc1ccc(-c2c(C(C)=O)c(C)nc3sc4c(=O)[nH]nnc4c23)cc1	17	4	3	0	10	-25	-0.1	-7	-26

From PubChem
